Screening results: PubChem, several laboratories
Yfh1-off respiration = enhancers of respiration in Yfh1-depleted yeast, dose response, Friedreich's ataxia, plus single-dose screen (AID 1465). S. cerevisiae Yfh1-off respiration, WST-1 reduction, 72 h; higher fold induction means a stronger effect. actives 0.074% (n = 220,000). fold induction at 50 µM; hits with a dose series show EC50 in µM;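 active = fold induction of absorbance versus untreated yeast above a set limit, then at least 30% activation at any dose in follow-up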;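 note: activators that raise dye reduction in frataxin-depleted yeast; strong numbers were not always called active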
P. falciparum M1AAP = P. falciparum M1AAP inhibitors, biochemical, fluorogenic H-Leu-NHMec substrate, 1536-well (AID 1445) | Aminopeptidase N (Plasmodium falciparum (isolate 3D7)) | one-dose inhibition, % at 30 µM; IC50 in µM for titrated hits | recombinant M1AAP, H-Leu-NHMec fluorogenic kinetic assay; higher % means a stronger effect | actives 0.42% (n = 220,000);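 active = primary inhibition above the hit cutoff, then over 50% inhibition at one or more dose response concentrations, cut at about 23% in these data, passing the limit was not always enough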;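 note: plate controls were DMSO full reaction for no effect and no enzyme background for full effect; strong numbers were not always called active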
TNAP activation fold = human TNAP enzyme activators, primary screen, biochemical, luminescent, no phosphate acceptor, uHTS (AID 1001); purified TNAP, luminescent activation assay, no phosphate acceptor; higher activation fold means a stronger effect; activation fold at 20 µM, or EC50 in µM where a hit was titrated; actives 0.03% (n = 200,000); in the data active = activation fold from about 3, or a potency from the dose series; inactive = the rest, 99 in 100 with activation fold below about 1.6; note: many of its hits are not listed in these tables
PMI inhibitors = inhibitors of human PMI, primary screen, biochemical, fluorescence intensity, coupled assay (AID 1209) | Mannose-6-phosphate isomerase (Homo sapiens) | purified PMI enzyme, coupled fluorescence intensity; higher % means a stronger effect | one-dose inhibition, % at 20 µM; IC50 in µM for titrated hits | actives 0.42% (n = 190,000);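 note: plate controls were DMSO vehicle for no effect and wells lacking substrate for full effect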
WT yeast gro inh = growth inhibition of WT strain, primary screen, mitochondrial fusion inhibitor project, WT and mutant strains, chemical genetic; mitochondrial fusion phenotypic screen; inhibition, % at 10 µM; actives 2.1% (n = 190,000); AID 1362, 2008; in the data active = inhibition above about 58%; tested in S. cerevisiae
M17LAP inhibition = P. falciparum M17LAP inhibitors, primary screen, biochemical, fluorogenic H-Leu-NHMec substrate, 1536-well (AID 1619); recombinant M17LAP, H-Leu-NHMec fluorogenic kinetic assay; higher % means a stronger effect; one-dose inhibition, % at 30 µM; IC50 in µM for titrated hits; actives 0.38% (n = 220,000); Leucine aminopeptidase (Plasmodium falciparum (isolate 3D7));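 active = compound inhibiting the enzyme by more than half at any dose during confirmatory dose-response retesting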;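 note: plate controls were full reaction with DMSO carrier for no effect and no enzyme background for full effect; strong numbers were not always called active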
XIAP displacement = XIAP antagonists, biochemical, IAP family, fluorescence polarization (AID 1018). E3 ubiquitin-protein ligase XIAP (Homo sapiens). XIAP BIR domain, fluorescence polarization peptide displacement; higher % means a stronger effect. displacement, % at 20 µM; hits with a dose series show IC50 in µM. actives 0.007% (n = 200,000); in the data active = displacement above about 50%; note: a part of the inactive calls stands beside numbers as strong as those of hits
LYP inhibition = inhibitors of LYP phosphatase, biochemical, fluorescence intensity, uHTS (AID 1779). recombinant LYP phosphatase, fluorescence intensity; higher % means a stronger effect. inhibition, % at 11.5 µM, or IC50 in µM where a hit was titrated. actives 0.054% (n = 290,000);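 note: plate controls were vehicle with enzyme for no effect and no enzyme for full effect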
human PMI inhibitors = human PMI inhibitors, high substrate, primary screen, biochemical, fluorescence intensity, high mannose 6-phosphate (AID 1220). one-dose inhibition, % at 20 µM; IC50 in µM for titrated hits. Mannose-6-phosphate isomerase (Homo sapiens). recombinant PMI enzyme, coupled fluorescence intensity; higher % means a stronger effect. actives 0.66% (n = 190,000)
WT yeast gro inh mutant strain = also measured in WT yeast gro inh; calls as there; inhibition, %; mitochondrial fusion phenotypic screen, mutant strain inhibition
Active calls of the source: *; i = inactive; · = not tested or not shown. Cut-off read from the data, not from the text of the source, unless noted: active = inhibition above about 50%; inactive = the rest.

SMILES	Yfh1-off respiration	P. falciparum M1AAP	TNAP activation fold	PMI inhibitors	WT yeast gro inh	WT yeast gro inh mutant strain	M17LAP inhibition	XIAP displacement	LYP inhibition	human PMI inhibitors
C#CCOCCOCCOCCNc1nc(N2CCN(C(=O)[C@H](CCC(=O)O)n3cc(C(N)CO)nn3)CC2)nc(N2CCN(C(=O)[C@H](CCC(=O)O)n3cc(C(N)CC(C)C)nn3)CC2)n1 (stereo not given in full)	i	5%	·	·	·	·	-3%	·	-11%	·
O=C(CCC(=O)N1CCN(S(=O)(=O)c2cccc(F)c2)CC1)c1cccs1	i	-4%	1.1	0%	-3	-6	-3%	-5.0%	-10%	6%
CCOC(=O)C1=C(C)NC(=O)NC1c1ccc(OC(=O)c2ccco2)cc1 (stereo not given)	i	6%	1	-4%	-9	-4	7%	-5.7%	-6%	-8%
CCc1ccc(NC(=O)c2ccc3ncsc3c2)cc1	·	-1%	1.1	4%	37	23	9%	-0.1%	-6%	4%
CN(c1ccc([N+](=O)[O-])cc1C(N)=O)C1CCCCC1	i	10%	0.9	-6%	-30	6	22%	-5.4%	-2%	-3%
CC(=O)NC1(NC(C)=O)CCN(C)CC1	i	0%	1.1	-2%	-1	9	3%	-4.5%	-6%	-7%
CCC(NC(=O)Nc1cc(OC)c(OC)c(OC)c1)(C(F)(F)F)C(F)(F)F	i	6%	1.1	21%	-16	-4	4%	-4.2%	-5%	47%
COc1ccc(C2=NO[C@@H]3[C@@H]4C[C@@H]([C@H]5C(=O)N(C)C(=O)[C@@H]45)[C@H]23)c(OC)c1	i	9%	·	·	·	·	-3%	·	-2%	·
O=S(=O)(c1ccccc1)c1nc(-c2ccco2)oc1NCCCn1ccnc1	i	1%	1.1	-2%	6	18	5%	-9.1%	4%	-22%
CCCc1nc2ccccc2n1CCc1ccccc1	i	-4%	1	9%	18	21	-3%	-11%	-7%	6%
c1ccc(C2Nc3ccccc3-c3nc4ccccc4n32)cc1 (stereo not given)	i	7%	1.2	11%	32	32	-65%	-1.7%	-25%	11%
CC1CCCC(NS(=O)(=O)c2ccc3c(c2)OCCO3)C1C (stereo not given)	i	-1%	1.1	7%	-8	-9	-2%	4.7%	-12%	-1%
Cc1ccc(NC(=O)CCC(=O)OCCCC(F)(F)C(F)(F)F)cc1	i	-8%	1.1	-3%	2	-5	2%	-2.1%	-1%	-1%
O=C(Cn1cnc2c(nnn2-c2ccc(F)cc2)c1=O)NCC1CCCO1 (stereo not given)	i	-3%	1.1	9%	16	4	-4%	-5.8%	-8%	7%
OCCNC(=S)NCCc1ccccc1	i	-2%	1.2	-6%	-12	4	-6%	-4.2%	0%	-5%
COCCCN=C1NN=C(c2cc(C)n(-c3ccccc3F)c2C)CS1	i	13%	1.1	-14%	7	1	8%	-11%	-3%	-8%
CC1=NN(c2ccccc2)C(=O)/C1=C\c1cn(-c2ccccc2)nc1C	i	1%	0.9	7%	13	26	0%	3.8%	2%	24%
CC(C)CC(=O)NC(Nc1ccccc1F)C(Cl)(Cl)Cl (stereo not given)	·	9%	1.1	7%	-3	-8	0%	-2.9%	0%	10%
CSCCC1NC(=O)N(CC(=O)Nc2cccc3ccccc23)C1=O (stereo not given)	i	-7%	1.1	-4%	-2	-28	22%	-5.7%	-12%	-8%
O=C(NCc1ccco1)C1CC(c2ccccc2O)=NO1 (stereo not given)	i	6%	1.1	9%	-8	1	16%	-4.3%	-3%	16%
OCCCc1nc2ccccc2n1CCc1ccccc1	i	1%	1.1	-4%	-6	1	9%	-7.8%	0%	0%
CCc1cc2c(=O)c(-c3nc4ccccc4n3C)c(C)oc2c(CN2CCN(C)CC2)c1O	·	6%	1.1	7%	-11	-27	-11%	-4.0%	4%	12%
CCOC(=O)c1[nH]cnc1C(=O)NCc1ccccc1	i	4%	·	·	·	·	-1%	·	-4%	·
O=C(NCC1CCCO1)/C(=C/c1cn(-c2ccccc2)nc1-c1cccnc1)NC(=O)c1ccccc1 (stereo not given)	i	0%	1.1	5%	-12	-5	14%	-6.6%	-4%	-1%

Of the compounds above, these have a furan ring, fused or not.
SMILES	Yfh1-off respiration	P. falciparum M1AAP	TNAP activation fold	PMI inhibitors	WT yeast gro inh	WT yeast gro inh mutant strain	M17LAP inhibition	XIAP displacement	LYP inhibition	human PMI inhibitors
CCOC(=O)C1=C(C)NC(=O)NC1c1ccc(OC(=O)c2ccco2)cc1 (stereo not given)	i	6%	1	-4%	-9	-4	7%	-5.7%	-6%	-8%
O=S(=O)(c1ccccc1)c1nc(-c2ccco2)oc1NCCCn1ccnc1	i	1%	1.1	-2%	6	18	5%	-9.1%	4%	-22%
O=C(NCc1ccco1)C1CC(c2ccccc2O)=NO1 (stereo not given)	i	6%	1.1	9%	-8	1	16%	-4.3%	-3%	16%

The results go on.
SMILES	Yfh1-off respiration	P. falciparum M1AAP	TNAP activation fold	PMI inhibitors	WT yeast gro inh	WT yeast gro inh mutant strain	M17LAP inhibition	XIAP displacement	LYP inhibition	human PMI inhibitors
COc1ccc(-n2cc(C(=O)c3ccccc3O)cn2)cc1	i	5%	1.1	-1%	15	10	-1%	-6.7%	-2%	-2%
COc1ccccc1N1CCN(C(=O)c2sc3nc(-c4ccccc4)cn3c2C)CC1	i	7%	0.9	9%	49	0	-2%	-13%	0%	3%
NC(=O)COn1c(SCC(N)=O)nc2ccccc2c1=O	i	3%	·	·	·	·	4%	·	-2%	·
Cc1ccccc1CN(C)CCc1ccccn1	i	1%	1.1	-4%	-9	-12	18%	-5.3%	1%	-1%
CSc1nnc(-c2cc(C)on2)n1-c1ccccc1	i	-2%	1.1	-2%	9	-5	10%	-1.4%	-6%	-2%
CCOc1cccc2cc(-c3cn4cc(C)ccc4n3)c(=O)oc12	i	9%	1.2	-6%	8	5	-5%	-1.5%	-13%	3%
Cc1cc(C(C)(C)C)oc1C(=O)N(CC(=O)NC1CCCC1)Cc1ccc(F)cc1	i	2%	1.1	11%	-3	5	10%	-10%	5%	4%
CN(C)CCNC(=O)c1c(CSc2ccccc2)noc1C(=O)NCc1ccccc1	i	6%	·	·	·	·	-3%	·	-5%	·
CCC1CCCCN1C(=O)c1ccc(OC2CCN(C(=O)C3CC3)CC2)cc1 (stereo not given)	i	-8%	1	-3%	-7	-2	2%	-2.1%	-10%	-4%
CCCCCCCCCc1nc(N)n[nH]1	·	-10%	1.2	4%	62	70	23%	-4.9%	-9%	2%
Cc1nn(-c2ccc(Cl)cc2Cl)c(=O)c2ccccc12	i	1%	1	10%	-8	8	6%	-2.2%	-6%	6%
S=C(NCCc1ccccc1)N1CCN(Cc2ccc(Cl)c(Cl)c2)CC1	i	-2%	1	16%	22	-15	-14%	-4.5%	-2%	10%
COc1ccc(/C=C2/S/C(=N/N=C3\CC4CCC3(C)C4(C)C)NC2=O)cc1 (stereo not given)	·	6%	1.1	5%	-3	21	9%	-16%	4%	6%
CC(C)(C)NC(=O)C(c1ccco1)N(C(=O)c1csnn1)c1ccccc1 (stereo not given)	i	11%	1	-3%	-3	-21	-2%	1.2%	-13%	-4%
Cc1ccc(NC(=O)CC2NCCNC2=O)cc1 (stereo not given)	·	0%	1.1	5%	13	9	7%	1.6%	-5%	2%
COC(=O)c1nn(-c2ccc(OC)cc2)c(=O)cc1O	i	2%	1	-11%	2	5	-6%	-13%	-4%	3%
Brc1ccc(Cn2c(-c3cncs3)nc3ccccc32)cc1	i	6%	1	2%	6	4	5%	-3.0%	2%	4%
COc1ccc(NC(=O)C(c2ccc(C)cc2)N(C)C(=O)Cc2cccs2)cc1 (stereo not given)	i	0%	1.1	22%	-63	19	12%	-5.3%	0%	15%
C=CCN1C(=O)C(O)(CC(=O)c2c(C)n[nH]c2C)c2cc(Br)ccc21 (stereo not given)	i	-2%	1.1	1%	11	21	3%	-0.8%	-8%	-2%
CCn1c(SCC(=O)N2CCN(c3ccc(F)cc3)CC2)nc2ccccc2c1=O	i	5%	1.1	2%	26	2	-2%	3.0%	5%	-8%
COC(=O)c1cc(S(=O)(=O)n2nc(C)c(Br)c2C)c(Cl)cc1Cl	i	-1%	1	4%	·	·	-1%	-5.5%	-10%	-5%
O=C(COc1ccc(Cl)cc1)Nc1ccc(C(=O)NCc2cccnc2)cc1	i	2%	1.1	2%	30	32	4%	-6.2%	-7%	-4%
O=C(NCCCn1ccnc1)C(=O)NCC1OCCN1S(=O)(=O)c1ccc(F)cc1 (stereo not given)	i	-2%	1	0%	8	-4	-4%	-6.6%	-10%	1%
O=C(NCc1ccco1)C1c2ccccc2Oc2ccccc21	i	-1%	1.1	-7%	-6	1	2%	-3.4%	-5%	2%
COc1ccc(C2c3[nH]c4ccccc4c3CCN2C(=O)c2cc3ncccn3n2)c(F)c1 (stereo not given)	i	6%	1	8%	25	7	-6%	-2.0%	1%	4%
Cc1c(C(=O)Oc2ccc(Cl)cc2)n(C)oc1=O	i	11%	·	·	·	·	1%	·	1%	·
COC(=O)c1ccc(NS(=O)(=O)c2cccc3cccnc23)cc1	i	6%	1.1	-7%	-2	-8	7%	-5.1%	-10%	-8%
CC(Cc1cccnc1)NC(=O)CCc1nnc(-c2ccccc2)o1 (stereo not given)	i	·	1	-11%	-12	-3	·	-3.6%	-7%	-11%
CCn1c(C)nc2cc(C(=O)NNC(=S)Nc3ccc(C)cc3)ccc21	i	-13%	·	·	·	·	-17%	·	-9%	·
OCCNCC(O)Cn1ccc2ccccc21 (stereo not given)	i	6%	1	12%	-30	-68	8%	-3.7%	-10%	12%
CN(C)S(=O)(=O)c1cccc(NC(=S)N/N=C/C(c2ccccc2)c2ccccc2)c1	i	0%	1.2	-12%	10	13	9%	-7.6%	-8%	2%
c1csc(-c2nn3c(-c4ccncc4)nnc3s2)c1	·	·	1.2	4%	·	·	·	-2.6%	-6%	7%
CCC1=C(OC(=O)N(CC)CC)N2C(=O)OC(=NCCc3c[nH]c4ccccc34)[C@]2(Cc2ccccc2)[C@H]2C1=CC[C@H]1C(=O)N(c3ccccc3)C(=O)[C@H]12	i	2%	·	·	·	·	1%	·	-4%	·
O=C(CN1C(=O)CCS(=O)(=O)c2ccccc21)Nc1cccc(Cl)c1	i	5%	1.1	-7%	-13	-5	24%	-7.8%	2%	-9%
CC1=C(C#N)C(=O)NC(=O)/C1=C\c1ccc(-c2cc(C)c(C)cc2[N+](=O)[O-])o1	i	12%	1.1	-1%	5	-8	24%	-4.6%	7%	53%*
COc1ccc(NC(=O)CSc2ncccc2C(=O)OC(C)C)cc1OC	i	2%	1.1	0%	-8	-13	6%	-3.9%	-6%	0%
O=C1CN(c2nc3nonc3nc2N2CCCCC2)CCN1	i	6%	1	-8%	-19	1	18%	-2.2%	-3%	-4%
COCCn1c(-c2cccs2)csc1=Nc1cccnc1	i	-8%	1.2	-55%	8	21	5%	-11%	-5%	-78%
